Assay outcomes as filed in PubChem BioAssay.
ERK AVP inh – qHTS Assay for Inhibitors of the ERK Signaling Pathway using a Homogeneous Screening Assay | HEK293-V1b, vasopressin-stimulated pERK AlphaScreen | Potency, µM (series often up to 57.5 µM), inactives show at the highest dose activity, negative = inhibition, usual class: inhibitors | 72,000 tested, 0.99% active; active = well fitted inhibition curve with a large enough effect; inconclusive = small, poorly fitted or top-dose-only effect; inactive = no such curve, though single readings can be large or run the other way; note: nearly all actives have a fitted effect of over 55% in size
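HEK293 cells stably expressing V1b receptor, preincubated 30 min at 37 °C with compound, then stimulated 5 min with 25 nM vasopressin. Phospho-ERK by AlphaScreen SureFire after 5 h RT; normalized to DMSO and vasopressin; AC50 by Hill fit.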
Active calls of the source: *; ? = inconclusive; [ ] = another dose, or the depositor's remark. % is set by controls: 0 for no effect and ±100 for the full control effect; potency is the fitted concentration of half-maximal effect.

SMILES	ERK AVP inh
CCCCC(CC)CN1CN(CC(CC)CCCC)CC(C)(N)C1 (centres undefined)	12%
COc1cc2nc(N(C)CCCNC(=O)C3CCCO3)nc(N)c2cc1OC (centres undefined)	-3%
NC(N)=Nc1nc(CSCC/C(N)=N\S(N)(=O)=O)cs1	18%
COC(=O)[C@@H]1C[C@@H]2CC[C@@H](O)C[C@@H]2N1Cc1ccc(N2CCOCC2)cc1	20%
COc1cc2c(cc1OC)C(=O)OC2	6%
NC1C(O)OC(CO)[C@@H](O)[C@@H]1O[C@H]1O[C@@H](C(=O)O)C(O)C(O)C1O (some centres undefined)	3%
COc1ccc(-c2coc3ccc(OC4OC(COC(C)=O)C(OC(C)=O)C(OC(C)=O)C4OC(C)=O)c(OC(C)=O)c3c2=O)cc1 (centres undefined)	-13%
CC1(C)S[C@H]2[C@@H](NC(=O)C(N)c3ccccc3)C(=O)N2[C@H]1C(=O)O (some centres undefined)	5%
OC(c1cc(C(F)(F)F)nc2c(C(F)(F)F)cccc12)C1CCCCN1 (centres undefined)	-21%
Cc1cc(/C=C/c2ccc3cc(N(C)C)ccc3[n+]2C)c(C)n1-c1ccccc1	?
COc1cc(C)c(C(=O)Oc2cc(C)c(C(=O)O)c(O)c2C)c(OC)c1C	3%
O=c1[nH]c(=O)n(C2CC(O)C(CO)O2)cc1F (centres undefined)	17%
C=C(C)C1CC=C(CO)CC1 (centres undefined)	23%
COc1ccc(CC(=O)c2ccc(O)cc2O)cc1	15%
COC(=O)[C@@H]1C[C@@]2(O)[C@@H](O)[C@@H](O)[C@@H](O)C[C@H]2N1Cc1cc(F)ccc1F	-6%
CCC1=C2CC[C@H]3C(=O)N(C)C(=O)[C@H]3[C@H]2[C@@]2(Cc3ccccc3)C(=NCC3CC3)OC(=O)N2C1=O	0%
O=c1cc[nH]c(=S)[nH]1	13%
Nc1nc2c(nc(Sc3ccc(Cl)cc3)n2C2OC(CO)C(O)C2O)c(=O)[nH]1 (centres undefined)	28%
CCn1cc(C(=O)O)c(=O)c2cc(F)c(N3CCN(C)CC3)cc21	-6%
C=C(C)C1Cc2c(ccc(C(=O)O)c2O)O1 (centres undefined)	31%[activator]
O=C1C=CC(=O)c2c(O)c(Cl)c(Cl)c(O)c21	?
CC1=C2C(O)C(=O)OC3CC4C(C)(C)C(=O)C=C[C@]4(C)C(CC1)[C@@]23C (some centres undefined)	-19%
S=c1nc[nH]c2nc[nH]c12	-18%
CC(=O)OC1CCC2(C)C(=CC=C3C2CCC2(C)C3CCC2C(C)/C=C/C(C)C(C)C)C1(C)C (centres undefined)	6%
Nc1nc(Cl)c2ncn(C3OC(CO)C(O)C3O)c2n1 (centres undefined)	11%
CCOC(=O)C(CCc1ccccc1)NC(C)C(=O)N1C(C(=O)O)CC2CCCC21 (centres undefined)	8%
C=C(C)C1(O)OC(=O)C=C1OC (centres undefined)	9%
CCOC(=O)c1c(C)cc(OC)cc1O	-23%
CC(=O)OCC(OC(C)=O)C(OC(C)=O)C(OC(C)=O)C(OC(C)=O)C(COC(C)=O)OC(C)=O (centres undefined)	19%
N[C@H](Cc1ccc(O)cc1)C(=O)O	-5%
COc1ccc(CC(N)C(=O)NC2C(CO)OC(n3cnc4c(N(C)C)ncnc43)C2O)cc1 (centres undefined)	12%
Nc1ncnc2nc(Cl)[nH]c12	3%
CCC(=O)NCCC1CCc2ccc3c(c21)CCO3 (centres undefined)	12%
COc1ccc(-c2coc3ccc(OC4OC(COC(C)=O)C(OC(C)=O)C(OC(C)=O)C4OC(C)=O)cc3c2=O)cc1 (centres undefined)	-23%
S=c1ccss1	-16%
c1ccc(C2[C@H]3CN(Cc4cccnc4)[C@H](c4ccccc4)C34CC2(c2cccnc2)C4)cc1 (some centres undefined)	-22%
Cc1cccc(-c2cc(=O)c3cc(Br)ccc3o2)c1	?
OCc1ccccc1O	-6%
CO/N=C(\C(=O)NC1C(=O)N2C(C(=O)OCOC(=O)C(C)(C)C)=C(/C=C\c3scnc3C)CSC12)c1csc(N)n1 (centres undefined)	-5%
OCC1OC(n2cnc3c(Cl)nc(Cl)nc32)C(O)C1O (centres undefined)	-27%
CC(C)=CCC/C(C)=C/COc1c2occc2cc2ccc(=O)oc12	-1%
COc1cc(-c2coc3cc(O[C@H]4OC(CO)C(O)C(O)C4O)c(OC)c(O)c3c2=O)cc(O)c1OC (some centres undefined)	17%
O=S(=O)(O)CCS	-5%
CC1(C)C2(Cl)C(Cl)C(Cl)C(Cl)(C(Cl)Cl)C1(Cl)C2Cl (centres undefined)	-2%
Clc1ccc(C2[C@H]3CN(CC4CCCCC4)[C@H](c4ccccc4)C34CC2(c2cccnc2)C4)cn1 (some centres undefined)	-12%
CCCc1nc(C(C)(C)O)c(C(=O)OCc2oc(=O)oc2C)n1Cc1ccc(-c2ccccc2-c2nn[nH]n2)cc1	-6%
CN(C)CCCOC1C(C(O)CO)OC2OC(C)(C)O[C@@H]21 (some centres undefined)	15%
CC(=O)OCCC(C)CCC=C(C)C (centres undefined)	15%
Nc1nc(=O)n(C2OC(CO)C(O)C2O)cc1Cl (centres undefined)	20%
CC(=O)Oc1cc2c(c(C)c1OC(C)=O)CC=C1[C@]3(C)CC[C@]4(C)CC[C@@](C)(C(=O)O)CC4[C@]3(C)CC[C@]12C (some centres undefined)	11%
OC[C@H]1O[C@@H](n2cnc3c(NCc4ccco4)ncnc32)[C@H](O)[C@@H]1O	4%
C=C1C(=O)C23C(O)C1CCC2[C@]12COC3(O)C(O)C1C(C)(C)CC[C@H]2O (some centres undefined)	86%[activator]
Nc1nc2c([nH]c(=O)n2C2OC(CO)C(O)C2O)c(=O)[nH]1 (centres undefined)	-11%
CCC(C)C(=O)OC1C2CC3=C4CC(=O)OC(c5ccoc5)[C@]4(C)CCC3[C@@](C)(C2=O)C(CC(=O)OC)C1(C)C (some centres undefined)	2%
C=C1CC/C=C(\C)CC[C@@H]2[C@@H]1CC2(C)C	37%
CCC1=C(OC(=O)N(CC)CC)N2C(=O)OC(=NCCc3c[nH]c4ccccc34)[C@]2(C)[C@H]2C1=CC[C@H]1C(=O)N(CC)C(=O)[C@H]12	-1%
CCC(C)C(=O)O[C@H]1C[C@@H](C)C=C2C=C[C@H](C)[C@H](CC[C@@H]3C[C@@H](O)CC(=O)O3)C21 (some centres undefined)	2%
C[C@]12CCC3c4ccc(O)cc4CCC3C1CCC2=O (some centres undefined)	3%
COc1ccc(-c2cc(=O)c3c(O)c(OC)c(O[C@@H]4OC(COC5OC(C)C(O)C(O)[C@@H]5O)C(O)C(O)C4O)cc3o2)cc1 (some centres undefined)	0%
CCC1=C(OC(=O)N(CC)CC)N2C(=O)OC(=NCCc3c[nH]c4ccccc34)[C@]2(Cc2ccccc2)[C@H]2C1=CC[C@H]1C(=O)N(C)C(=O)[C@H]12	?
(next part)
SMILES	ERK AVP inh
C[C@@H]1C(=O)O[C@H]2[C@@H](O)[C@@]34[C@H]5CC(C(C)(C)C)[C@]36[C@@H](OC(=O)[C@@H]6O)O[C@@]4(C(=O)O5)[C@@]12O (some centres undefined)	-8%
C[N+]1(C)CCCC(OC(=O)C(O)(c2ccccc2)c2ccccc2)C1 (centres undefined)	6%
Fc1ccc([C@H]2CCNCC2COc2ccc3c(c2)OCO3)cc1 (some centres undefined)	4%
O=C1OCCN1/N=C/c1ccc([N+](=O)[O-])o1	-13%
CC(=O)SC1CC2=CC(=O)CC[C@@]2(C)C2CC[C@@]3(C)[C@@H](CC[C@@]34CCC(=O)O4)C12 (some centres undefined)	10%
CC(C)=CC1C(C(=O)O)C1(C)C (centres undefined)	-10%
COc1ccc2cc1Oc1ccc(cc1)CC1c3cc(c(OC)cc3CCN1C)Oc1c(OC)c(OC)cc3c1C(C2)N(C)CC3 (centres undefined)	-22%
COc1c(CC(=O)c2cc3c(cc2O)OC(C)(C)C(O)C3)ccc2c1C=CC(C)(C)O2 (centres undefined)	?
Cc1cc(O)cc(O)c1C(=O)O	-2%
O=C(O)P(=O)(O)O	6%
NC(=O)c1ncn(C2OC(CO)C(O)C2O)c1N (centres undefined)	-6%
COC(=O)[C@@H]1C[C@@]2(O)[C@H](O)[C@H](O)[C@H](O)C[C@H]2N1Cc1ccc(C(F)(F)F)cc1	-15%
CCCCCCCCCCCCCCCCOP(=O)([O-])OCC[N+](C)(C)C	19%
NCC1OC(n2cnc3c(=O)[nH]c(N)nc32)C(O)C1O (centres undefined)	6%
C1N2CN3CN1CN(C2)C3	20%
COC(=O)C(c1ccccc1Cl)N1CCc2sccc2C1 (centres undefined)	4%
CCC(=O)OCC(=O)C1(OC(=O)CC)C(C)CC2C3C(Cl)CC4=CC(=O)C=C[C@@]4(C)C3C(O)C[C@@]21C (some centres undefined)	14%
COC(=O)CC1C(C)(C)C(=O)C2CC3=C4CC(=O)OC(c5ccoc5)[C@]4(C)CCC3[C@@]1(C)C2=O (some centres undefined)	1%
C=C1C(=O)OC2C[C@@]3(C)CCCC(=C)[C@@H]3CC12 (some centres undefined)	8%
COc1ccc2c(c1)OC/C(=C/c1ccc(O)c(O)c1)C2=O	-1%
c1ccc(-c2ccc(CN3C[C@@H]4C(c5ccccc5)C5(c6cccnc6)CC4(C5)[C@H]3c3ccccc3)cc2)cc1 (some centres undefined)	-6%
COc1cc2c(cc1OC)-c1c(oc3cc(O)cc(O)c3c1=O)CO2	-19%
COCCN=C1OC(=O)N2C(=O)C3=C4C(C[C@H]5C(=O)N(c6ccccc6)C(=O)[C@H]5[C@H]4[C@@]12Cc1ccccc1)[C@H]1C(=O)N(c2ccccc2)C(=O)[C@H]1[C@H]3C (some centres undefined)	-4%
COC(=O)c1cccc(C23CC4(C2)[C@H](CN(C)[C@@H]4c2ccccc2)C3c2ccccc2)c1 (some centres undefined)	-20%
O=c1cc(-c2ccccc2)oc2cc(O[C@@H]3O[C@H](CO)[C@@H](O)[C@H](O)[C@H]3O)c(O)c(O)c12	-5%
COc1ccc(-c2cc(=O)c3cc(OC)ccc3o2)cc1	7%
CC(C)NCC(O)COc1ccc(COCCOC(C)C)cc1 (centres undefined)	29%[51 µM]
COc1cc(O)c2c(=O)c(O)c(-c3ccc(O)c(O)c3)oc2c1	2%
COc1ccc(/C=C/C(=O)c2cccs2)c(OC)c1	164%[activator]
NCCCC(O)(P(=O)(O)O)P(=O)(O)O	-2%
COc1cc(OC)c2c(OC)c(-c3ccc4c(c3)OCO4)c(=O)oc2c1	3%
Cn1c(N)c(C(=O)COC(=O)c2cc(C3CC3)nc3ccccc23)c(=O)n(Cc2ccccc2)c1=O	35%
COC(=O)[C@@H]1C[C@@]2(O)[C@@H](O)[C@@H](O)[C@@H](O)C[C@H]2N1Cc1ccc(C(F)(F)F)cc1	5%
NCC1O[C@@H](OC2C(N)CC(N)C(O)C2O[C@@H]2OC(CO)C(O)C2O)C(N)C(O)C1O (some centres undefined)	23%
O=c1[nH]c(Cl)nc2c1ncn2C1OC(CO)C(O)C1O (centres undefined)	18%
CC1=CC2C(C(C)C)CCC(C)(O)C2CC1 (centres undefined)	-1%
Cc1c(O)cc(O)c2c(=O)c(-c3ccc(O)cc3)coc12	10%
COc1c2ccccc2nc2occc12	-2%
O=S(=O)(O)c1cc(N=C=S)ccc1/C=C/c1ccc(N=C=S)cc1S(=O)(=O)O	-10%
CCC1=C2CC[C@H]3C(=O)N(c4ccccc4)C(=O)[C@H]3[C@H]2[C@@]2(C)C(=O)N(Cc3ccccc3)C(=O)N2C1=O	35%[activator]
Cc1ccc(CC(Cc2nc3ccccc3[nH]2)c2nc3ccccc3[nH]2)cc1 (centres undefined)	?
COc1cc(-c2coc3cc(OCc4ccccc4)c(OC)c(O)c3c2=O)cc(O)c1OC	-16%
N=c1ccn2c(n1)O[C@@H]1[C@H](O)[C@H](CO)O[C@@H]12	12%
C=C1CCC(=O)C(C)CCC2C1CC2(C)C (centres undefined)	6%

Only part of the results is shown; rates above refer to the full screens.
